Bioassay records as filed in PubChem.
Rtt109 Vps75 – inhibitors of C. albicans Rtt109/Vps75 HAT, primary screen, biochemical, ThioGlo CoA-SH fluorescence, plate reader | 330,000 tested, 0.16% active | inhibition, % at 34.9 µM | purified Rtt109/Vps75, 4 h | Histone acetyltransferase RTT109 (Candida albicans (strain SC5314 / ATCC MYA-2876)), … | AID 540336, 2011;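 active = inhibition of at least 50% in every replicate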
Target sequence (Q5AAJ8 whole entry, looked up): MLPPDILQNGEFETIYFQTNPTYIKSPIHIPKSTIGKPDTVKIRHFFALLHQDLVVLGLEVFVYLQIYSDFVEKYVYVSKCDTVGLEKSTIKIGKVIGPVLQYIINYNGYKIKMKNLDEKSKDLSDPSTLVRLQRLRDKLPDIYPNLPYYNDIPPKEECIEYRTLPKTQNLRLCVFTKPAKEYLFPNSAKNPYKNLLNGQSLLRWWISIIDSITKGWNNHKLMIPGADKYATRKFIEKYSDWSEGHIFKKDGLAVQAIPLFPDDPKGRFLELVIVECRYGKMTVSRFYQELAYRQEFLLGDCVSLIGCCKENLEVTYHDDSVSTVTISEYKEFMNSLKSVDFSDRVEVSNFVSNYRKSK
C-LANA FP – inhibitors of KSHV C-LANA binding to DNA, primary screen, biochemical, fluorescence polarization, FAM-LBS DNA, MBP-C-LANA, single point | inhibition, % at 9 µM | 340,000 tested, 0.078% active | Kaposi's sarcoma herpesvirus LANA C-terminal domain (residues 932-1162) DNA binding;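 active = highest replicate inhibition at or above 60% at 9 µM, even if other replicates fall short; inactive = all replicates below 60% inhibition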;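 note: 0% = neutral control wells and 100% = 4 µM acridine orange control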
Cardiac RTF inh – cardiac RTF calcium sensitivity inhibitors, primary screen, biochemical, IANBD-TnC fluorescence, EC70 calcium. inhibition, % at 7.15 µM. IANBD-labeled cardiac RTF, Ca2+ fluorescence. 340,000 tested, 0.12% active. Troponin I, cardiac muscle (Homo sapiens) + Troponin T, cardiac muscle (Homo sapiens) + …;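 active = inhibition above the mean inhibition of all tested compounds plus 3 SD, cut at about 17% in these data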;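 note: assay run at fixed EC70 calcium of 1.6 mM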
Keap1 Nrf2 FP – Keap1-Nrf2 protein-protein interaction inhibitors, primary screen, biochemical, fluorescence polarization, single point; Kelch-like ECH-associated protein 1 (Homo sapiens), Q14145; Keap1 Kelch-Nrf2 peptide fluorescence polarization, 1536-well; inhibition, % at 9.4 µM; 340,000 tested, 0.15% active; AID 504523, 2011; in the data active = inhibition above about 12%;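 note: human Keap1 Kelch domain with fluorescein labeled Nrf2 9mer peptide probe; 0% = neutral control wells and 100% = peptide positive control; higher means more block of Keap1 binding to Nrf2 peptide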
CAL PDZ FP-1 – untagged CAL PDZ binding inhibitors, primary screen, biochemical, fluorescence polarization, HTS; Golgi-associated PDZ and coiled-coil motif-containing protein (Homo sapiens), Q9HD26; purified CAL PDZ, TMR-peptide fluorescence polarization, 1 h; inhibition, % at 24.9 µM; 300,000 tested, 0.92% active; AID 602252, 2012;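 active = mean inhibition of at least 30% with at least half of replicates also reaching 30%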;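 note: 0% = DMSO neutral control and 100% = excess unlabeled competitor peptide PRC23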
CAL PDZ FP-2 – CAL PDZ peptide-binding inhibitors, primary screen, biochemical, fluorescence polarization, Cer-tagged CAL PDZ, HTS; Golgi-associated PDZ and coiled-coil motif-containing protein (Homo sapiens), Q9HD26; purified CAL PDZ, TMR-peptide fluorescence polarization, 1 h; inhibition, % at 20 µM; 330,000 tested, 0.02% active; AID 504414, 2011;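 active = highest replicate inhibition of at least 40%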;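 note: plate controls were DMSO neutral control wells for no effect and unlabeled competitor peptide control wells for full effect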
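material = purified tagged CAL PDZ domain construct (CerCALP) | compound dosing = 20 µM, one dose | times = 1 h at RT | measured by = fluorescence polarization from S- and P-plane intensities, G-factor corrected | read-out = inhibition from polarization loss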
DAGLB inhibitor – DAGLB lipase inhibitors, primary screen, biochemical, fluorescence, HTS. Diacylglycerol lipase-beta (Homo sapiens), Q8NCG7. inhibition, % at 5.17 µM. HEK293T DAGLB membrane lysate, EnzChek fluorogenic substrate. 340,000 tested, 0.059% active; in the data active = inhibition above about 34%;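 note: 0% = enzyme with vehicle and 100% = wells lacking enzyme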
cardiac RTF act – cardiac RTF calcium sensitivity activators, primary screen, biochemical, IANBD-TnC fluorescence, EC20 calcium | Troponin I, cardiac muscle (Homo sapiens) + Troponin T, cardiac muscle (Homo sapiens) + … | IANBD-labeled TnC RTF fluorescence at EC20 calcium; 0% EC20 calcium, 100% full calcium | activation, % at 7.2 µM | 340,000 tested, 0.24% active;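 active = activation above the mean over all tested compounds plus 3 SD, cut at about 30% in these data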;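 note: rise in fluorescence read as greater calcium sensitivity of cardiac thin filaments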
PKA-R2B activ – activators of PKA-R2B holoenzyme, primary screen, biochemical, fluorescence polarization, Cy5-IP20, human. 340,000 tested, 0.079% active. PKA-R2B holoenzyme dissociation; R2B truncated from residue 108, S112A mutant; 0% DMSO only, 100% 113 µM cGMP. activation, % at 11.4 µM. AID 504700, 2011;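 active = activation above a cutoff set at the mean over all compounds plus 3 SD, cut at about 18% in these data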;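 note: higher means more holoenzyme dissociation and a rise in polarization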
Target sequence (P31323 whole entry, looked up, other chains not shown, the tested form may be a part): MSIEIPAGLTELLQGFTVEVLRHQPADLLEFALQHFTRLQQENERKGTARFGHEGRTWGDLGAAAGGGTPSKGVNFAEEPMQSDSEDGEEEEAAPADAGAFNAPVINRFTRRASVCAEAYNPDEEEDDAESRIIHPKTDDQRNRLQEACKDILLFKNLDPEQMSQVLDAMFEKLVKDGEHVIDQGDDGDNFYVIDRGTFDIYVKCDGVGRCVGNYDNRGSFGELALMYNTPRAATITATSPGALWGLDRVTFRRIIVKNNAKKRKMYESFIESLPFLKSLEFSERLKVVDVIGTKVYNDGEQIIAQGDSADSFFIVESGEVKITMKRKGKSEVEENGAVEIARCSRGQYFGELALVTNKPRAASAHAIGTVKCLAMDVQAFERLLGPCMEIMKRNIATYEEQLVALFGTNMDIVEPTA
SR-BI DiI-HDL act – activators of SR-BI mediated DiI-HDL uptake, primary screen, ldlA[mSR-BI] CHO cells, DiI fluorescence; 3 h; 100 = double the neutral-control signal; 320,000 tested, 0.096% active; activation, % at 12.5 µM;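 active = mean replicate activation of at least 60% and every replicate at or above 60%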;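 note: 0% = median plate neutral-control signal and 100% = twice that signal; values of inactives mirror those of a sister screen read the other way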
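System: CHO ldlA[mSR-BI] cells / Medium: HEPES-buffered (25 mM, pH 7.4) F12 plus 0.5% BSA / Probe or stimulus: labelled HDL, 10 µg/mL / Doses: single compound concentration, delivered by pin transfer / Schedule: 3 h, 37 °C / Measured by: DiI fluorescence, bottom read / Measure: cell-associated DiI fluorescence as measure of HDL uptake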
* marks the source's active call; other numbers are inactive results; . = not tested or not shown.

Molecule,Rtt109 Vps75,C-LANA FP,Cardiac RTF inh,Keap1 Nrf2 FP,CAL PDZ FP-1,CAL PDZ FP-2,DAGLB inhibitor,cardiac RTF act,PKA-R2B activ,SR-BI DiI-HDL act
CCO[C@H]1OC(C(=O)N2CCN(Cc3ccc4c(c3)OCO4)CC2)=C[C@@H](C)[C@@H]1CCCO,-2.6,-1.1,7.4,-3.7,-3.0,-0.4,-2.7,-2.1,-7.1,13.9
O=C(COC(=O)Cc1ccc(S(=O)(=O)N2CCOCC2)s1)Nc1ccc([N+](=O)[O-])cc1,-3.5,0.9,-10.6,0.1,1.4,-4.5,1.2,5.0,-6.0,11.3
CC(=O)N1CCN(c2ccccc2NC(=O)COc2ccc(Cl)cc2Cl)CC1,4.9,0.4,-2.1,1.0,2.5,-2.4,-2.1,-0.5,-5.6,.
COc1ccccc1C(C#N)N1N=C(C)CC1(C)C (centres undefined),-10.6,0.4,-11.3,-4.3,-4.7,-2.6,0.2,-1.0,9.6,21.5
O=C(O/N=C1\CCCc2ccccc21)c1ccc(F)cc1,-2.7,2.2,4.2,2.7,-1.1,-0.7,-4.6,0.8,-2.2,11.7
O=C(c1ccccc1)N1CCn2c(nc3ccccc32)C1,-2.6,0.6,-2.4,-3.2,-0.4,-1.0,1.1,-2.8,2.9,0.8
O=C(/C=C/c1ccc([N+](=O)[O-])cc1)NCc1cccs1,8.6,-0.7,0.3,-4.7,5.9,-1.0,1.9,4.7,0.0,16.8
C=C(C1=CCN(S(=O)(=O)C(C)(C)C)[C@H]1CCO)c1ccccc1,-1.1,-0.3,-4.0,0.0,-1.9,-1.7,-0.9,-2.9,-0.9,43.2
Cc1ccc(CNC(=O)C2CN(S(C)(=O)=O)c3cc(Cl)ccc3O2)cc1 (centres undefined),1.3,-1.8,6.7,-7.1,-5.7,.,-0.9,-0.1,-17.2,-7.2
N#CC1=C(SCc2ccccc2)NC2=C(C(=O)CCC2)C1c1ccc2c(c1)OCO2 (centres undefined),-0.4,-2.8,-14.7,-0.6,-9.3,-4.3,-5.5,5.9,-6.9,8.6
CN(C)C(=O)CNC(=O)C1CCCCC1,5.7,0.0,2.0,1.5,-2.8,-1.8,-4.4,2.1,-5.4,8.5
Cc1ccc(NC(=O)c2cc(NC(=O)C3CC=CCC3C(=O)O)ccc2N2CCOCC2)cc1 (centres undefined),0.3,-1.6,-6.9,-3.6,-5.1,-0.7,4.7,3.4,-0.7,-7.5
O=C(NCc1ccco1)/C(=C\C=C\c1ccccc1)NC(=O)c1ccccc1Br,3.6,0.7,-7.3,-3.7,-8.5,0.1,1.6,-4.8,-6.9,-26.3
O=C(CSCc1c(F)cccc1Cl)Nc1ccccc1C(=O)N1CCOCC1,0.2,6.7,-6.1,-2.4,5.6,1.5,-1.5,18.3,-2.1,9.7
COCCN(CCOC)S(=O)(=O)c1ccc(NC(=O)c2cnccn2)cc1,2.9,-1.5,-3.2,-2.5,-1.0,-0.5,-0.9,-1.2,8.9,-16.0
CCOC(=O)c1ccccc1NC(=O)COC(=O)Cc1ccccc1F,-1.7,-0.5,3.5,-2.2,-0.3,-2.8,-21.6,-0.3,-8.7,34.1
COc1cccc(C(=O)Nc2nc(-c3ccc4c(c3)OCO4)cs2)c1,-2.9,4.2,-3.7,-4.2,.,-1.8,-11.6,-4.8,-1.5,-19.4
COC(=O)c1cc(C(=O)OCC(=O)NNC(=O)c2cccs2)cc([N+](=O)[O-])c1,2.0,2.4,-0.2,0.2,-1.9,0.0,0.7,0.7,-5.2,6.5
CCOc1cc(C2NC(=O)NC(c3ccccc3)=C2C(C)=O)ccc1OC(C)=O (centres undefined),2.1,-0.2,-29.3,-2.2,-2.6,-2.3,2.1,4.7,1.4,19.7
Cc1cc(OCCCC(=O)Nc2cc(S(=O)(=O)N3CCOCC3)ccc2N2CCOCC2)ccc1Cl,17.4,0.3,-11.6,-1.9,-3.9,-0.8,-3.6,-2.5,-2.8,-17.2
Cc1c(Cl)c(-c2n[nH]c(=S)n2-c2ccccc2)nn1C,2.2,-1.0,-2.0,-8.0,-2.0,-2.6,-2.1,2.6,7.2,17.3
COc1ccc(OC)c2c1sc(=NC(=O)C(C)C)n2C,1.7,1.3,-2.7,2.1,.,-0.9,-2.0,-5.6,-3.1,2.6
Cc1cc(/C=C(\C#N)C(=O)O)c(C)n1C1CC1,4.0,0.8,0.2,-2.6,-2.9,-1.5,0.1,-5.3,2.2,10.1
O=c1cc(O)c(-c2cccc(Cl)c2)c(Cl)[nH]1,-3.7,-0.1,-10.3,-0.1,1.0,-2.3,3.7,-4.5,-3.9,5.1
COc1cccc(-n2nc(-c3ccnn3-c3cccc(Cl)c3)c(=O)n(C)c2=O)c1,-6.0,-0.2,-9.8,-2.9,-2.8,-2.6,-5.6,1.4,-9.3,.
CCOc1cccc(C(=O)N2CCCCC2c2cccnc2)c1 (centres undefined),-3.6,-0.7,7.4,3.9,0.7,0.0,-1.1,5.9,-0.6,10.7
CCOC(=O)Nc1c(Cl)n(C)c(=O)n(C)c1=O,-8.1,1.7,-2.7,7.5,-1.0,-1.2,1.6,2.8,0.7,1.9
COc1ccc(NC(=O)c2cc3nc(-c4ccccc4)cc(-c4ccccc4)n3n2)c(OC)c1,-3.3,-0.6,1.7,-0.1,1.4,0.0,-1.6,4.7,-6.9,-44.1
CC(=O)Cc1nsc(NC(=O)c2ccc(-c3cccc(C(F)(F)F)c3)o2)n1,1.7,0.6,-29.4,5.3,-3.2,0.4,0.5,-5.3,-10.9,2.2
CN(C)S(=O)(=O)c1cccc(NC(=S)Nc2cc(Cl)cc(Cl)c2)c1,4.8,-0.2,-5.0,-7.0,-4.4,-2.1,-0.4,1.9,6.6,-5.8
CCOC(=O)C1(CC2CCCCO2)CCN(C(=O)Nc2ccccc2)CC1 (centres undefined),9.4,1.5,-6.0,-5.5,-4.1,0.1,-4.1,6.2,-10.6,-6.9
CC(=O)N1CCCc2cc(S(=O)(=O)Nc3ccc4c(c3)OCO4)ccc21,1.9,-0.7,-0.7,-1.0,2.4,.,3.0,-3.3,-10.3,-9.7
CSc1ccc(/C=N/n2c(C)nnc2C)cc1,0.8,0.6,-19.6,-2.4,-0.1,0.0,-1.6,11.1,-0.4,6.0
Cc1ccc(NC(=O)C2=NNC(=O)CC2)cc1S(=O)(=O)Nc1ccc(SC(F)F)cc1,6.6,0.9,-1.0,-0.3,-1.3,-1.6,0.5,0.6,6.1,-1.0
CCCCOc1ccc(C(=O)N2CCN(c3ncccn3)CC2)cc1,0.4,-1.6,4.4,3.9,-1.2,.,-4.2,-2.7,-8.9,6.8
Fc1cccc(/C=N/Nc2nccnc2Cl)c1,1.9,-1.4,3.4,-2.9,-8.7,8.3,-0.5,-0.2,-1.2,5.5
CCOC(=O)c1ccccc1-c1csc(N)n1,2.7,-0.6,3.1,-3.3,-2.7,-0.4,-1.0,5.2,-6.1,-1.4
CCOC(=O)C1(CCCc2ccccc2)CCN(C(=O)CCc2cnccn2)CC1,-8.8,-0.4,0.7,-5.7,-3.4,-0.4,-1.5,-2.0,-7.2,-40.7
CCOC(=O)C1=C(C)NC(=O)NC1c1ccc(N2CCC(c3ccccc3)=N2)cc1 (centres undefined),-5.5,-0.4,-14.6,-7.9,-0.7,-2.4,1.3,0.8,3.3,-70.9
Cc1ccc(N=Nc2c(N)n(-c3ccccc3)[nH]c2=O)cc1,-1.1,-0.6,0.1,-0.8,-0.4,0.0,13.5,-2.9,-4.8,6.1
O=C(O)c1cccc2c1Cc1cc([N+](=O)[O-])ccc1-2,4.9,-3.9,-12.5,-6.8,-2.2,-1.3,-3.5,-6.2,6.2,-8.4
COc1ccc(C(=O)N=c2sc3ccccc3n2C)cc1,3.7,-1.4,12.8,-4.0,3.5,-13.3,-8.6,-1.1,-18.7,-14.1
CCc1ccccc1Nc1nc(N)nc(COC(=O)C2=COCCO2)n1,9.9,1.4,3.0,-0.6,4.9,-0.5,-1.8,-1.5,-7.8,-2.7
Cc1ccc(S(=O)(=O)N2CCN(CC(=O)N/N=C\c3cccnc3)CC2)cc1,4.5,-0.6,4.0,-3.8,-3.3,-1.0,-1.3,7.8,-7.0,3.8
